Screening data (PubChem BioAssay)
FLuc inhib CS – firefly luciferase enzyme inhibitors, primary screen, artefact control for luciferase-based inhibitor screens, biochemical, luminescence, ATPLite | Luciferin 4-monooxygenase (Photinus pyralis), P08659 | 10 min | AID 1006, 2008 | inhibition, % at 10 µM | 200,000 compounds, 1.5% hits;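 active = inhibition above about 50% when tested at 10 µM, limit read from the data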
Target sequence (P08659 whole entry, looked up): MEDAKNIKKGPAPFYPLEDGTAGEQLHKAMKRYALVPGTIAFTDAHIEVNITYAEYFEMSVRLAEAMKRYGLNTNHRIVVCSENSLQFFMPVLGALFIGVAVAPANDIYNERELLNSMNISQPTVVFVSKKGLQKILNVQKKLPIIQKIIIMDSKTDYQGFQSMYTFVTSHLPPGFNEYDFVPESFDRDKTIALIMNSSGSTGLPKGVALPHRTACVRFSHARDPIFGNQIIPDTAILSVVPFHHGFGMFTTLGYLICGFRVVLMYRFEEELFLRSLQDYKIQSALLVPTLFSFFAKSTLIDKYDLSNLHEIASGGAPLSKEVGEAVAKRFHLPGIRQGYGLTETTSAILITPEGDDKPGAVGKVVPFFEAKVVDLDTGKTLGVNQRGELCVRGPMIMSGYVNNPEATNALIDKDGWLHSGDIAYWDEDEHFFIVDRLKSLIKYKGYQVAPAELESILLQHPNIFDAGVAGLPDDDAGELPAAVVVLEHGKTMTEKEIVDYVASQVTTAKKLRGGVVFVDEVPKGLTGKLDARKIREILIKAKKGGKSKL
TNAP inh hiacc – human TNAP enzyme inhibitors, primary screen, biochemical, luminescent, high phosphate acceptor level, uHTS | Alkaline phosphatase, tissue-nonspecific isozyme (Homo sapiens), P05186 | inhibition, % at 20 µM | 200,000 compounds, 0.03% hits | purified TNAP, CDP-star luminescence, 1 M DEA;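 active = over 50% inhibition of tissue-nonspecific alkaline phosphatase at 20 µM in the single-dose screen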;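 note: plate controls were DMSO wells for no effect and EDTA-quenched wells as full inhibition for full effect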
Target sequence (P05186 whole entry, looked up): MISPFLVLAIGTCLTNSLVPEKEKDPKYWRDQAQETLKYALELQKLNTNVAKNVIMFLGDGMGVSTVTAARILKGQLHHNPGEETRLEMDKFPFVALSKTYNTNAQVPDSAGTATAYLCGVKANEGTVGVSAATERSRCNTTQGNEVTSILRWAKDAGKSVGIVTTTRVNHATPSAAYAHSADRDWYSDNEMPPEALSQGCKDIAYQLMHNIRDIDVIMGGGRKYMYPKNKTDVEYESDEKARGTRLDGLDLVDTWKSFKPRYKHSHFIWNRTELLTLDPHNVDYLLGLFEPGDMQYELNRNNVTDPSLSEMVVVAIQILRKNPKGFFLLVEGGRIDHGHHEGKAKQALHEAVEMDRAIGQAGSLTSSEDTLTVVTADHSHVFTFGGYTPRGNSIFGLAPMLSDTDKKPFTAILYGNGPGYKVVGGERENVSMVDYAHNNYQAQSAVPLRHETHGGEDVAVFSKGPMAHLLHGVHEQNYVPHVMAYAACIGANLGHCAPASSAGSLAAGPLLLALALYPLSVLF
bIAP act – bovine intestinal alkaline phosphatase activators, primary screen, biochemical, bovine IAP, CDP-star luminescence; alkaline phosphatase, intestinal [Bos taurus]; purified bovine IAP, 30 min; stronger effect = higher value; fold of DMSO-control signal, blank-subtracted; activation factor at 20 µM; 200,000 compounds, 0.17% hits; AID 1016, 2008;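 active = activation factor of 2 or more at 20 µM, a signal rise over negative controls twice the positive control's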
TNAP act hiacc – TNAP activators at high phosphate acceptor level, primary screen, biochemical, luminescence, uHTS; purified TNAP, CDP-star luminescence, 1 M DEA, 30 min; stronger effect = higher value; 0 = EDTA background, 1 = DMSO-only activity; Alkaline phosphatase, tissue-nonspecific isozyme (Homo sapiens), P05186; 200,000 tested, under 10 active; activation factor at 20 µM;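 active = activation factor at least 2 at 20 µM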
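Measured by: Luminescent substrate turnover signal | Test system: Human TNAP | Input: TNAP 1/800 final | Dosing: 20 µM single point | Schedule: 30 min, room temperature | Controls: EDTA wells as negative control, DMSO wells as positive control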
Lmaj promast – Leishmania major promastigote growth inhibition, primary screen. AID 1063, 2008. inhibition, % at 10 µM. 200,000 compounds, 9% hits. Leishmania major promastigotes, resazurin fluorescence viability; in the data active = inhibition above about 50%;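 note: promastigotes grown with compound for 44 hours at 28 °C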
TNAP inh noacc – human TNAP enzyme inhibitors, primary screen, biochemical, luminescent, no phosphate acceptor, uHTS | Alkaline phosphatase, tissue-nonspecific isozyme (Homo sapiens), P05186 | purified TNAP, CDP-star luminescence, 30 min | inhibition, % at 20 µM | 200,000 compounds, 0.26% hits;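 active = tissue-nonspecific alkaline phosphatase inhibition above about 50% at 20 µM in the single-dose screen, limit read from the data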;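 note: 0% = DMSO negative control and 100% = EDTA positive control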
RAM network inh – inhibitors of the yeast RAM network, primary screen, dse1pr::URA3 reporter, 5-FOA selection. S. cerevisiae dse1pr::URA3 reporter, 5-FOA growth OD615, 2 d; analog-sensitive cbk1-as2 kinase mutant strain. inhibition, % at 50 µM. 190,000 compounds, 1.8% hits. AID 868, 2007;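 active = inhibition above a set limit, 3 SD over mean compound inhibition, cut at about 8.4% in these data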;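 note: 0% = DMSO-only wells with no growth and 100% = 10 µM 1-NA-PP1 full growth; inhibition rescues growth on 5-FOA so higher OD means more RAM inhibition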
bIAP inh – bovine intestinal alkaline phosphatase inhibitors, primary screen, selectivity assay for TNAP inhibitor project, biochemical, bovine IAP, CDP-star luminescence; alkaline phosphatase, intestinal [Bos taurus]; purified bovine IAP, 30 min; inhibition, % at 20 µM; 190,000 tested, under 10 active; AID 1019, 2008;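 active = over 50% inhibition of intestinal alkaline phosphatase at 20 µM in the single-dose screen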
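test system = bovine IAP enzyme | medium = DEA buffer 100 mM, pH 9.8, with MgCl2 1.0 mM, ZnCl2 0.02 mM | detection = luminescence | dosing = single compound dose of 20 µM, 2% DMSO final | incubation = 30 min reaction at room temperature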
FLuc stim CS – FLuc activators, initial screening, artefact control for FLuc-dependent activation tests, biochemical, ATPlite luminescence; Luciferin 4-monooxygenase (Photinus pyralis), P08659; ATPlite luciferase biochemical, 10 min; 0 = ATP-free wells, 1 = DMSO control; activation factor at 10 µM; 200,000 tested, under 10 active;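 active = luciferase activation factor, scaled between plate controls, of at least 2 with compound at 10 µM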
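Assay system: Luciferase/luciferin reagent mix; Medium: PBS as buffer for the ATP substrate; Dosing: test compounds dosed from 2 mM stocks in 100% DMSO; Times: 10 min, room temperature; Signal: luminescence from luciferase reaction; Read-out: luciferase activation; Controls: No-ATP low control, compound-free enzyme-plus-ATP high control.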
APP 5UTR inh – inhibitors of APP translation via 5'UTR reporter, primary screen, APP 5'UTR luciferase, SH-SY5Y cells | SH-SY5Y APP 5'UTR-luciferase reporter, luminescence | inhibition, % at 2 µM | 190,000 compounds, 0.82% hits | AID 1285, 2008;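 active = inhibition above a set limit, derived from the sample mean plus 3 SD, cut at about 45% in these data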; note: values of inactives mirror those of a sister screen read the other way
* hit, by the source's call. An unsorted share of the library; overall some 13% were active at least once.

How did O=C(CNC(=O)c1ccccc1F)OC(C(=O)Nc1cc(C(F)(F)F)ccc1Cl)c1ccccc1 (stereo not given) do in these assays?
FLuc inhib CS: -2; TNAP inh hiacc: -2; bIAP act: 0.8; TNAP act hiacc: 1; Lmaj promast: -1; TNAP inh noacc: -15; RAM network inh: 4.4; bIAP inh: 21; FLuc stim CS: 1; APP 5UTR inh: -21

How did Cc1ccc(NC(=S)N(CCCN(C)C)Cc2cc3cc4c(cc3[nH]c2=O)OCO4)c(C)c1 do in these assays?
FLuc inhib CS: -6; TNAP inh hiacc: -8; bIAP act: 1; TNAP act hiacc: 1.1; Lmaj promast: 4; TNAP inh noacc: -20; RAM network inh: 1.7; bIAP inh: -2; FLuc stim CS: 1.1; APP 5UTR inh: -6

What do the screens show for `CCNC(=O)COc1ccc(CC)cc1`?
FLuc inhib CS: 8; TNAP inh hiacc: 0; bIAP act: 1; TNAP act hiacc: 1; Lmaj promast: 20; TNAP inh noacc: -3; RAM network inh: 0.8; bIAP inh: -2; FLuc stim CS: 0.9; APP 5UTR inh: -7

Results for CCCN(CCC)C(=O)Cn1c(=O)c2sccc2n2c(=S)sc(-c3ccccc3)c12 ?
FLuc inhib CS: -6; TNAP inh hiacc: -1; bIAP act: 0.8; TNAP act hiacc: 1; Lmaj promast: -7; TNAP inh noacc: -2; RAM network inh: 4.1; bIAP inh: 17; FLuc stim CS: 1.1; APP 5UTR inh: -9

Results for O=C(NCc1ccccn1)c1ccc(CS(=O)(=O)Cc2ccc(Cl)cc2)o1 ?
FLuc inhib CS: -9; TNAP inh hiacc: -7; bIAP act: 1; TNAP act hiacc: 1.1; Lmaj promast: -5; TNAP inh noacc: 2; RAM network inh: 0.4; bIAP inh: 4; FLuc stim CS: 1.1; APP 5UTR inh: 2

Results for CCOC(=O)C1(CCCc2ccccc2)CCN(Cc2cn(CC)nc2C)CC1 ?
FLuc inhib CS: 2; TNAP inh hiacc: -3; bIAP act: 1.1; TNAP act hiacc: 1; Lmaj promast: 84*; TNAP inh noacc: -5; RAM network inh: -0.5; bIAP inh: -13; FLuc stim CS: 1; APP 5UTR inh: -11

How did O=C(NC(=S)NCCC1=CCCCC1)c1ccc(Br)o1 do in these assays?
FLuc inhib CS: 1; TNAP inh hiacc: -4; bIAP act: 0.8; TNAP act hiacc: 1; Lmaj promast: -8; TNAP inh noacc: -11; RAM network inh: 0.0; bIAP inh: 24; FLuc stim CS: 1; APP 5UTR inh: -21

How did O=C(Oc1ccc(N(Cc2cccs2)C2=NS(=O)(=O)c3ccccc32)cc1)c1ccco1 do in these assays?
FLuc inhib CS: -5; TNAP inh hiacc: 2; bIAP act: 0.9; TNAP act hiacc: 1; Lmaj promast: -6; TNAP inh noacc: -2; RAM network inh: 6.1; bIAP inh: 10; FLuc stim CS: 1.1; APP 5UTR inh: -14

Results for C=CC[n+]1c(C)csc1Nc1ccc(C)cc1 ?
FLuc inhib CS: -7; TNAP inh hiacc: -1; bIAP act: 1.1; TNAP act hiacc: 1; Lmaj promast: 27; TNAP inh noacc: -2; RAM network inh: 1.9; bIAP inh: -13; FLuc stim CS: 1.1; APP 5UTR inh: -3

Results for CCCCOc1ncnc2c1[nH]c1ccc(OC)cc12 ?
FLuc inhib CS: 11; TNAP inh hiacc: -2; bIAP act: 1; TNAP act hiacc: 1; Lmaj promast: 12; TNAP inh noacc: -8; RAM network inh: 3.8; bIAP inh: -1; FLuc stim CS: 0.9; APP 5UTR inh: -69

Results for CC(C)N(Cc1cc2ccccc2[nH]c1=O)C(=O)C1CCCCC1 ?
FLuc inhib CS: -1; TNAP inh hiacc: 3; bIAP act: 1; TNAP act hiacc: 1; Lmaj promast: 1; TNAP inh noacc: -2; RAM network inh: 0.1; bIAP inh: 0; FLuc stim CS: 1; APP 5UTR inh: -26

Results for N#Cc1cc2cc3c(cc2nc1SCC(=O)OC1CCCCC1)OCO3 ?
FLuc inhib CS: -1; TNAP inh hiacc: -4; bIAP act: 1; TNAP act hiacc: 1; Lmaj promast: -1; TNAP inh noacc: -16; RAM network inh: 2.4; bIAP inh: 3; FLuc stim CS: 1; APP 5UTR inh: -14

What do the screens show for `COC(=O)c1cc(Cl)c(NC(=O)/C=C/c2ccc(Cl)cc2)cc1OC`?
FLuc inhib CS: -6; TNAP inh hiacc: 1; bIAP act: 0.8; TNAP act hiacc: 1; Lmaj promast: 2; TNAP inh noacc: -11; RAM network inh: 1.4; bIAP inh: 20; FLuc stim CS: 1.1; APP 5UTR inh: -10

How did Cc1ccc(NS(=O)(=O)c2cc(NC(=O)c3cc4c(s3)CCCC4)ccc2C)c(C)c1 do in these assays?
FLuc inhib CS: -1; TNAP inh hiacc: 2; bIAP act: 1; TNAP act hiacc: 1; Lmaj promast: 24; TNAP inh noacc: -18; RAM network inh: 3.9; bIAP inh: 2; FLuc stim CS: 1; APP 5UTR inh: 5

What do the screens show for `Cc1ccc(C)c(NC(=O)Cn2c([N+](=O)[O-])cnc2C)c1`?
FLuc inhib CS: -6; TNAP inh hiacc: -4; bIAP act: 1.1; TNAP act hiacc: 1; Lmaj promast: -1; TNAP inh noacc: -1; RAM network inh: 3.4; bIAP inh: -7; FLuc stim CS: 1.1; APP 5UTR inh: 3

How did CC1CCCN(CC(=O)Nc2ccc(S(=O)(=O)N3CCCCC3)cc2)C1 (stereo not given) do in these assays?
FLuc inhib CS: -6; TNAP inh hiacc: 0; bIAP act: 0.7; TNAP act hiacc: 1; Lmaj promast: 92*; TNAP inh noacc: -6; RAM network inh: 2.2; bIAP inh: 31; FLuc stim CS: 1.1; APP 5UTR inh: -7

What do the screens show for `CCOc1ccccc1NC(=O)CN(C)S(=O)(=O)c1cccc2nsnc12`?
FLuc inhib CS: -2; TNAP inh hiacc: -2; bIAP act: 0.9; TNAP act hiacc: 1; Lmaj promast: 4; TNAP inh noacc: -9; RAM network inh: 3.2; bIAP inh: 6; FLuc stim CS: 1; APP 5UTR inh: 2

Results for CC(=O)c1c(C)[nH]c(C(=O)Nc2cc(C)ccc2C)c1C ?
FLuc inhib CS: -6; TNAP inh hiacc: -4; bIAP act: 1; TNAP act hiacc: 1; Lmaj promast: 1; TNAP inh noacc: -11; RAM network inh: 0.1; bIAP inh: 1; FLuc stim CS: 1.1; APP 5UTR inh: 7

What do the screens show for `NC(=O)C1=C[C@@H](C2CCCCC2)C[C@@H](OCCCCO)O1`?
FLuc inhib CS: 1; TNAP inh hiacc: -2; bIAP act: 1; TNAP act hiacc: 1; Lmaj promast: -6; TNAP inh noacc: -6; RAM network inh: 1.6; bIAP inh: -2; FLuc stim CS: 1; APP 5UTR inh: -4

How did CCOc1ccc2nc(NC(NC(C)=O)(C(=O)OC)C(F)(F)F)sc2c1 (stereo not given) do in these assays?
FLuc inhib CS: 2; TNAP inh hiacc: 2; bIAP act: 1; TNAP act hiacc: 1; Lmaj promast: -4; TNAP inh noacc: -3; RAM network inh: -0.6; bIAP inh: 1; FLuc stim CS: 1; APP 5UTR inh: 18

How did COCCCn1c(SCc2nnc(-c3ccc(OC)c(OC)c3)o2)nc2ccccc2c1=O do in these assays?
FLuc inhib CS: -2; TNAP inh hiacc: 1; bIAP act: 1; TNAP act hiacc: 1; Lmaj promast: 2; TNAP inh noacc: -1; RAM network inh: 4.0; bIAP inh: 2; FLuc stim CS: 1; APP 5UTR inh: -11

Results for OCc1cn(-c2ccccc2)nn1 ?
FLuc inhib CS: -7; TNAP inh hiacc: -5; bIAP act: 1.1; TNAP act hiacc: 1; Lmaj promast: -7; TNAP inh noacc: -8; RAM network inh: -0.3; bIAP inh: -5; FLuc stim CS: 1.1; APP 5UTR inh: 11

What do the screens show for `O=C1C(Cl)=C(NCC2CCCO2)C(=O)N1CCc1ccccc1` (stereo not given)?
FLuc inhib CS: 7; TNAP inh hiacc: 4; bIAP act: 0.9; TNAP act hiacc: 1; Lmaj promast: -1; TNAP inh noacc: 7; RAM network inh: 1.4; bIAP inh: 10; FLuc stim CS: 0.9; APP 5UTR inh: -43

How did Cc1cc(C(=O)NNC(=O)C2CCCC2)c(C)o1 do in these assays?
FLuc inhib CS: -8; TNAP inh hiacc: -5; bIAP act: 1.1; TNAP act hiacc: 1.1; Lmaj promast: -5; TNAP inh noacc: -12; RAM network inh: 1.8; bIAP inh: -8; FLuc stim CS: 1.1; APP 5UTR inh: -32

What do the screens show for `Cc1ccc(S(=O)(=O)Nc2nc3ccc(S(=O)(=O)N4CCCC4)cc3s2)cc1`?
FLuc inhib CS: -4; TNAP inh hiacc: -1; bIAP act: 0.9; TNAP act hiacc: 1; Lmaj promast: -16; TNAP inh noacc: -7; RAM network inh: 4.3; bIAP inh: 6; FLuc stim CS: 1; APP 5UTR inh: 4

Results for S=C(NCc1cccnc1)Nc1cccc(Cl)c1 ?
FLuc inhib CS: -7; TNAP inh hiacc: 0; bIAP act: 0.9; TNAP act hiacc: 1; Lmaj promast: 12; TNAP inh noacc: 4; RAM network inh: 1.6; bIAP inh: 11; FLuc stim CS: 1.1; APP 5UTR inh: -16

How did Cc1ccc(C(C)C)c(OCCCN(C)Cc2ccccc2)c1 do in these assays?
FLuc inhib CS: -1; TNAP inh hiacc: -2; bIAP act: 1; TNAP act hiacc: 1; Lmaj promast: 96*; TNAP inh noacc: -6; RAM network inh: -1.1; bIAP inh: -1; FLuc stim CS: 1; APP 5UTR inh: -17

Fetched by compound from above, two records:
Results for CC(=O)c1c(C)[nH]c(C(=O)Nc2cc(C)ccc2C)c1C ?
FLuc inhib CS: -6; TNAP inh hiacc: -4; bIAP act: 1; TNAP act hiacc: 1; Lmaj promast: 1; TNAP inh noacc: -11; RAM network inh: 0.1; bIAP inh: 1; FLuc stim CS: 1.1; APP 5UTR inh: 7

Results for OCc1cn(-c2ccccc2)nn1 ?
FLuc inhib CS: -7; TNAP inh hiacc: -5; bIAP act: 1.1; TNAP act hiacc: 1; Lmaj promast: -7; TNAP inh noacc: -8; RAM network inh: -0.3; bIAP inh: -5; FLuc stim CS: 1.1; APP 5UTR inh: 11
